STEP block = inhibitors of human striatal-enriched phosphatase STEP. P54829. recombinant STEP, OMFP fluorogenic substrate, fluorescence. inhibition, % at 20 µM. actives 0.25% (n = 360,000). AID 588621;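 active means inhibition at 20 µM, scaled per plate between control wells, above about 37%, limit read from the data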;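 further: 0% = DMSO with enzyme and substrate and 100% = substrate only without enzyme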
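Measure: Control-normalized % inhibition with plate pattern correction | Test system: STEP phosphatase, cell-free reaction | Medium: pH 6.0 Bis-Tris with DTT and Tween 20 | Technique: Fluorescence, 480/540 nm | Times: Reaction 20 min, ambient temperature | Doses: Single compound dose of 20 µM, 1% DMSO final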
LMPTP inh = blocks human LMPTP phosphatase; P24666; recombinant LMPTP-A, OMFP fluorogenic substrate, fluorescence intensity; inhibition, % at 20 µM; actives 0.22% (n = 360,000); AID 651560;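 active means compounds that cut the enzyme signal by at least half of the control window in the single-dose screen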;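 further: plate controls were DMSO wells with enzyme plus substrate for no effect and substrate without enzyme for full effect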
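material = LMPTP-A | quantity = 0.625 nM enzyme | reagent = OMFP substrate, 400 µM final | buffer or medium = Bis-Tris pH 6.0, DTT, detergent | detection = endpoint fluorescence intensity from OMFP dephosphorylation | dosing = single 20 µM dose | read-out basis = % inhibition relative to no-enzyme and uninhibited control wells | control set = no-enzyme and uninhibited controls | timing = 50 min at room temperature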
NRP1-CendR mod = modulators of CendR peptide binding to human neuropilin-1 | inhibition, % at 25 µM | AID 602438 | O14786 | FAM-RPARPAR peptide binding to NRP-1, fluorescence polarization | actives 0.85% (n = 360,000);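 active means inhibition or corrected inhibition above about 18%, plus a signal ratio from 0.5 to 1.5, limit read from the data, passing the limit was not always enough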; further: strong numbers were not always called active
Target sequence (O14786 whole entry, looked up): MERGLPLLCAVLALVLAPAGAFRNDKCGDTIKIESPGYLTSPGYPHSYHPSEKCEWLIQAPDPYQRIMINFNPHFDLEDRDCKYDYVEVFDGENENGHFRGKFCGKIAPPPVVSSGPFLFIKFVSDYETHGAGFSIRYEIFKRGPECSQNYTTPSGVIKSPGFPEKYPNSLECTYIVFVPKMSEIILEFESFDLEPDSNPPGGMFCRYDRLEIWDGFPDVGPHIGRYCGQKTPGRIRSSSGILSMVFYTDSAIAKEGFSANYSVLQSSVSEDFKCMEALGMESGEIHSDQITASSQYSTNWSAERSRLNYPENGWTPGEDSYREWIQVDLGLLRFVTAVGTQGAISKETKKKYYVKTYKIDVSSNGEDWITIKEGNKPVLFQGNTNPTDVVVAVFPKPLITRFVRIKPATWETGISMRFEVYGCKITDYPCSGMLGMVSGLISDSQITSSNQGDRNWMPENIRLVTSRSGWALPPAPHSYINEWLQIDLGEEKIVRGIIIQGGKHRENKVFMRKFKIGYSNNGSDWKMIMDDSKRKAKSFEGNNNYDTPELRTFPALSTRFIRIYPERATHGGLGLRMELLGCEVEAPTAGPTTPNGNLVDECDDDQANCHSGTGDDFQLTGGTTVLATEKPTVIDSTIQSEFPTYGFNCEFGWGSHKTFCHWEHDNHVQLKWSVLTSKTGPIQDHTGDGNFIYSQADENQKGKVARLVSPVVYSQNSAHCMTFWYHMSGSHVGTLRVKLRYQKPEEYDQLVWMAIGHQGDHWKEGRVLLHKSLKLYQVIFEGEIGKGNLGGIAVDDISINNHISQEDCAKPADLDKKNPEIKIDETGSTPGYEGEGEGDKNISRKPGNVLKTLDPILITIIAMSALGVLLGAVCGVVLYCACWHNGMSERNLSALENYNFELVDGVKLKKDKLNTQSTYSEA
Tb MetRS inh = Trypanosoma brucei MetRS inhibition | purified T. brucei MetRS, ATP depletion, Kinase-Glo luminescence | inhibition, % at 11.9 µM | actives 0.4% (n = 360,000) | AID 624268;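 active means inhibition above a per-plate cutoff of the control wells' mean inhibition plus 3 SD, cut at about 5.5% in these data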;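 further: 0% = DMSO wells median and 100% = median of wells with control inhibitor compound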
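technique = Kinase-Glo luminescence, ATP depletion format | system = purified MetRS (methionyl-tRNA synthetase) enzyme from Trypanosoma brucei | timing = 15 min preincubation, 2 h reaction, all 25 °C | evaluation = percent inhibition versus plate control medians | dosing = single dose, 11.9 µM final nominal, 0.9% final DMSO | also added = substrates ATP, L-methionine and bulk Escherichia coli tRNA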
bovine MsrA act = bovine methionine sulfoxide reductase A activation; actives 0.3% (n = 360,000); purified bovine MsrA, absorbance read-out; activation, % at 10.6 µM; in the data active means activation above about 7.5%;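 further: 0% = vehicle and 100% = reference activator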
eLon inh = E. coli protease La inhibition; P0A9M0; purified E. coli Lon protease, fluorescence polarization; inhibition, % at 7.94 µM; actives 0.42% (n = 360,000); AID 602123; in the data active means inhibition above about 13%, passing the limit was not always enough;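 further: 0% = enzyme with probe and DMSO and 100% = no enzyme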
MsrA inh = bovine MsrA inhibition; inhibition, % at 15.5 µM; purified bovine MsrA, absorbance read-out; actives 0.75% (n = 360,000); in the data active means inhibition above about 4.5%;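 further: 0% = vehicle wells with enzyme and 100% = reference inhibitor wells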
Scp-1 inhibitor = inhibitors of human Scp-1 phosphatase; Q9GZU7; Recombinant Scp1, phosphopeptide, malachite green phosphate absorbance; inhibition, % at 20 µM; actives 0.88% (n = 340,000); AID 493091;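 active means inhibition above about 50% at 20 µM, limit read from the data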;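 further: plate controls were DMSO wells with enzyme for no effect and wells lacking enzyme for full effect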
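Assay system: SCP-1 catalytic fragment, aa 76-261 | Buffer or medium: Tris acetate buffer pH 5.5 with MgCl2 and Tween-20 | Compound: One concentration, 20 µM, with 1.0% DMSO | Also added: Phospho 17-mer peptide substrate | Signal: Absorbance at 630 nm | Incubation: 45 min enzyme reaction at room temperature | Measure: % inhibition of SCP-1 phosphate liberation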
SUMO1-SIM PPI = SUMO1-SIM interaction modulation. actives 0.33% (n = 360,000). AID 602429. P63165. SUMO1 binding to a labelled peptide, TR-FRET, 1 h. inhibition, % at 20 µM; in the data active means inhibition above about 37%
Target sequence (P63165 whole entry, looked up): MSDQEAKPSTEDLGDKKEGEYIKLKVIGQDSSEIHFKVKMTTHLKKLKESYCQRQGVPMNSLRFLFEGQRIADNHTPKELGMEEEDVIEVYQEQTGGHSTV
DNMT1 inh = inhibitors of human DNMT1. AID 588458. DNMT1 molecular beacon, Hinp1I cleavage, fluorescence. P26358. inhibition (reported as % activation of signal), % at 10 µM. actives 0.83% (n = 360,000); in the data active means inhibition above about 50%
Numbers without * were called inactive; · = no result given.

SMILES	STEP block	LMPTP inh	NRP1-CendR mod	Tb MetRS inh	bovine MsrA act	eLon inh	MsrA inh	Scp-1 inhibitor	SUMO1-SIM PPI	DNMT1 inh
COc1cccc(OC)c1C(=O)OCc1c(-c2ccccc2)ncc2ccccc12	4	1.5	5	-0.2	0	-4	-0.5	6	-17	-4
O=C(COC(=O)c1ccc2ncsc2c1)NC(=O)NCc1ccccc1	-2	0.7	9	-0.8	-2	-5	-0.5	0	2	0
CC(=Nc1ccc(C)c(C)c1)C1=C(O)CCC1=O	2	1.9	-5	-1.5	-10	-4	1.1	-8	0	-1
COc1cccc(OCC(O)CN2CCC(Cc3ccccc3)CC2)c1 (stereo not drawn)	-4	-1.2	3	-1.4	-3	-4	0.4	-8	-1	0
O=[N+]([O-])c1cc([N+](=O)[O-])c(Oc2cc(Cl)cc(Cl)c2)cc1NN1CCCCC1	-1	-0.1	-4	-0.3	-1	6	-0.5	-6	-4	7
COc1cc(Cl)cc(C=O)c1OCC(=O)O	0	1.6	-11	1.3	-3	-6	1.8	-1	-2	-1
CN(C)CCCN(C(=O)c1cc2ccccc2oc1=O)c1nc2c(F)cccc2s1	0	-1.6	12	-0.2	-2	-18	1.8	-12	-6	0
COC(=O)c1cc2ccccc2c(=O)s1	5	-2.4	-1	0.0	-2	2	2.6	-8	-19	8
COc1cc(-c2coc3c(C(=O)NCc4cccc(Cl)c4)cccc23)ccc1O	-5	3.0	-4	0.4	-1	3	-0.6	·	9	-23
COCCCNC(=O)Cn1ccc(NC(=O)OCc2ccccc2)nc1=O	-1	-3.0	8	-0.4	-7	-1	-0.6	-2	-1	5
O=C(CN1C(=O)NC2(CCCC2)C1=O)Nc1ccc(C(F)(F)F)cc1	-1	-0.1	6	-0.8	-8	-6	-0.8	1	-1	2
NS(=O)(=O)c1ccc(Nc2ccccc2)c([N+](=O)[O-])c1	13	2.6	8	-2.2	-11	2	4.9*	38	-43	11
O=C(O)C1C2CCC(O2)C1C(=O)Nc1ccc(Cl)cc1F (stereo not drawn)	1	-0.8	8	0.1	-2	-5	-1.3	3	-4	-4
COc1ccccc1C(=O)NCCC(=O)OCC(=O)Nc1ccc(S(N)(=O)=O)cc1	-3	-1.1	2	-0.2	1	-9	-0.1	1	1	6
O=C(c1ccccc1C(=O)N1CCN(c2ccc(F)cc2)CC1)N1CCN(c2ccc(F)cc2)CC1	1	1.1	2	-1.6	-2	-4	-1.1	5	0	-4
COc1ccc(/C=N\NC(=O)c2ccc([N+](=O)[O-])c(C)c2)cc1COc1ccccc1C(N)=O	6	1.3	-14	-0.3	-6	-19	2.7	67*	54*	-6
C#CCNC(=O)c1ccc(OCc2ccccc2)cc1Cl	-1	1.2	19	0.6	-2	-8	0.8	-7	0	-10
Cc1cccc(C)c1NC(=O)Cn1c(=O)n(CCCC(=O)NC2CCN(Cc3ccccc3)CC2)c(=O)c2ccccc21	0	1.4	-6	-0.2	-1	-6	-0.6	1	-10	-1
N/C(=N\OC(=O)c1ccc(Cl)c(Cl)c1)c1ccccn1	13	0.0	2	-0.5	-2	1	0.3	-6	20	-5
O=C(OCC(=O)N1CCN(C(=O)c2ccco2)CC1)c1ccccc1C(=O)c1ccccc1	2	-2.5	2	-0.3	-1	3	0.7	-2	1	0
CC(C)(C)c1ccc(NC(=O)N2CCCN(c3c(Cl)cncc3Cl)CC2)cc1	4	0.7	2	-0.6	-6	4	1.0	-4	4	-1
CN(C(=O)CSC1=NC2C(N=N1)c1cc(Br)ccc1N2C)C1CCCCC1 (stereo not drawn)	3	1.4	12	-0.3	-3	-10	-0.9	1	16	32
CC(C)CC(=O)Nc1ccc2oc(-c3ccncc3)nc2c1	-1	-2.5	13	0.7	1	-5	1.3	-4	-3	1
Fc1ccccc1Sc1ccccc1CNC1=NCCN1	-3	-1.4	-7	0.3	-1	-1	-0.5	97*	2	0
CCOC(=O)CSc1ncc(OC)c(=O)[nH]1	0	1.5	12	0.1	4	3	-1.0	-11	-4	0

Already shown: an excerpt of the list.
SMILES	STEP block	LMPTP inh	NRP1-CendR mod	Tb MetRS inh	bovine MsrA act	eLon inh	MsrA inh	Scp-1 inhibitor	SUMO1-SIM PPI	DNMT1 inh
COc1cc(-c2coc3c(C(=O)NCc4cccc(Cl)c4)cccc23)ccc1O	-5	3.0	-4	0.4	-1	3	-0.6	·	9	-23
COCCCNC(=O)Cn1ccc(NC(=O)OCc2ccccc2)nc1=O	-1	-3.0	8	-0.4	-7	-1	-0.6	-2	-1	5
O=C(CN1C(=O)NC2(CCCC2)C1=O)Nc1ccc(C(F)(F)F)cc1	-1	-0.1	6	-0.8	-8	-6	-0.8	1	-1	2
NS(=O)(=O)c1ccc(Nc2ccccc2)c([N+](=O)[O-])c1	13	2.6	8	-2.2	-11	2	4.9*	38	-43	11
O=C(O)C1C2CCC(O2)C1C(=O)Nc1ccc(Cl)cc1F (stereo not drawn)	1	-0.8	8	0.1	-2	-5	-1.3	3	-4	-4
COc1ccccc1C(=O)NCCC(=O)OCC(=O)Nc1ccc(S(N)(=O)=O)cc1	-3	-1.1	2	-0.2	1	-9	-0.1	1	1	6

Continuation:
SMILES	STEP block	LMPTP inh	NRP1-CendR mod	Tb MetRS inh	bovine MsrA act	eLon inh	MsrA inh	Scp-1 inhibitor	SUMO1-SIM PPI	DNMT1 inh
CS(=O)(=O)N(Cc1ccccc1)c1ccc(C(=O)NCc2ccccc2)cc1	-3	-1.3	2	-0.8	-5	-14	1.1	-10	5	-4
CCc1nc2ccc(C(=O)NCCc3ccccn3)cn2c1N(C)Cc1cccs1	0	1.6	7	-0.5	-5	0	-0.3	·	-4	1
CC(C(=O)Nc1cc([N+](=O)[O-])ccc1Cl)N1CCN(c2ccccc2)CC1 (stereo not drawn)	-2	-1.6	-5	-0.4	-4	6	0.1	-6	0	2
Cc1ccc(S(=O)(=O)Nc2ccc(S(=O)(=O)NC(C)(C)C)cc2)cc1	2	-1.0	-8	-1.1	-9	5	-1.0	-9	-2	1
Cc1cccc(NC(=O)C2CCCN(S(=O)(=O)c3ccc4[nH]c(=O)ccc4c3)C2)c1 (stereo not drawn)	0	0.9	-11	0.4	2	-1	0.4	-8	1	-2
COCCN(C(=O)c1ccccc1F)c1nc(-c2ccc(OC)cc2)cs1	1	3.9	-6	-0.4	-3	6	0.6	-17	-1	-3
CCn1c(SCC(=O)Nc2nc(-c3ccc(C)cc3)cs2)nnc1-c1ccccc1O	-5	3.6	6	0.0	-2	-6	-0.8	1	1	-9
CCOCCCNC(=O)Cn1cc2c(n1)-c1c(oc(C(=O)N3CCCC3)c1C)CC2	2	-0.3	-9	0.0	1	-5	1.6	·	0	2
CN1CCC(=NNc2ncnc3sc4c(c23)CCCC4)CC1	2	-0.1	4	0.4	-1	2	-0.1	-3	-2	-6
Cc1nc(SCC(=O)NC(=O)NC(C)C)nc(C)c1C	0	-1.1	9	-0.8	-7	-4	-0.1	2	-1	6
CCOc1ccc(NC(=O)CCNC(=O)c2ccc(Br)cc2)cc1	0	0.1	5	-1.1	-10	5	-1.0	-8	0	0
COc1ccc(NC(=O)Cn2nnc(C(=O)NCc3ccco3)c2N)cc1	1	-0.4	-4	-0.5	-6	-1	-1.0	-9	-10	0
O=C(/C=C/c1cccc(Cl)c1Cl)OCC(=O)N1CCOCC1	0	-1.8	1	-0.6	-9	2	-0.7	-3	-13	2
O=C(O)c1ccc2c(c1)S(=O)(=O)c1cc(N3CCN(c4cnccn4)CC3)ccc1C2=O	8	3.7	-67	-1.1	-7	-10	0.9	·	-22	1
COC(=O)C(NC(=O)c1ccccc1)=C(C)C	0	-2.8	-6	0.2	-3	-1	-0.6	-4	1	-1
CC(=O)Nc1ccc(NC(=O)COC(=O)C2(c3ccc(Cl)cc3)CCCC2)cc1	-5	1.5	4	-0.3	-1	8	0.8	-8	1	-2
COc1ccc(CCn2c(-c3ccc(OC)cc3)nc3c(c(=O)c4ccccc4n3C)c2=O)cc1	5	11	6	-0.5	-3	-4	0.8	-4	-43	10
N#Cc1cc2c([nH]c1=S)CCCCCC2	-1	0.0	4	-0.9	-11	-6	0.0	3	-2	2
Cc1ccc(S(=O)(=O)N2CCCN(C(=O)OC(C)(C)C)CC2)cc1	-1	-1.3	-87	-0.6	-3	-2	2.8	-3	7	2
COc1cc(CNCCO)cc(Cl)c1OCc1ccccc1Cl	0	-0.4	-4	-0.7	0	-2	0.4	-2	-1	-2
Cn1cnnc1SC(C(=O)Nc1cccc(C(F)(F)F)c1)c1ccccc1 (stereo not drawn)	0	-2.1	19	-0.5	1	-7	0.3	5	8	-5
COCCCNC(=O)c1ccc(N(C)S(C)(=O)=O)cc1	1	-0.7	-4	-0.4	-3	-10	-0.4	0	3	0
Cc1ccc(C=NNC(=O)c2cc(-c3cccnc3)nc3ccccc23)o1	0	-3.7	-4	-0.3	-3	9	1.9	-4	-9	-1
CCO/C(C)=C1\C(=O)Nc2ccccc21	3	-1.5	6	-1.5	-7	-9	0.1	-8	-5	5
COC(=O)c1cc(-c2ccc(OC)c(OC)c2)n[nH]1	8	-2.3	11	0.1	-1	6	0.3	-15	1	0
CCS(=O)(=O)c1ccc(C(=O)NC)c(Cl)c1Cl	0	0.8	8	-0.8	-1	3	0.1	1	1	2
Cn1c2ccccc2c2n[nH]c(=O)nc21	0	0.0	13	0.2	-4	9	1.5	-5	-19	0
Cc1ccc2[nH]c(CSc3ccccc3)cc(=O)c2c1	-2	-0.9	1	11*	-3	-8	4.5	-9	5	-3
Cc1nc(NCc2ccccn2)c2c3c(sc2n1)CCCC3	-4	1.5	18	0.1	-2	4	-0.1	-1	8	1

2 entries drawn at random from the list so far, as already listed:
SMILES	STEP block	LMPTP inh	NRP1-CendR mod	Tb MetRS inh	bovine MsrA act	eLon inh	MsrA inh	Scp-1 inhibitor	SUMO1-SIM PPI	DNMT1 inh
Cn1c2ccccc2c2n[nH]c(=O)nc21	0	0.0	13	0.2	-4	9	1.5	-5	-19	0
O=C(O)c1ccc2c(c1)S(=O)(=O)c1cc(N3CCN(c4cnccn4)CC3)ccc1C2=O	8	3.7	-67	-1.1	-7	-10	0.9	·	-22	1

Screening results: PubChem, several laboratories
